CHRM4 PAM = human M4 muscarinic receptor positive allosteric modulators, primary screen, CHO-K1 cells, Fluo-8 calcium fluorescence; CHO-K1 hM4/Gqi5, ACh EC20; 0% = ACh EC20, 100% = maximal ACh; activation, % at 3 µM; 0.4% of 360,000 active; AID 624126, 2012;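 active = activation above its plate's cutoff, the mean activation of sample wells plus 3 SD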; also: some results filed as inactive read as strong as hits
CHRM5 agonist = human M5 muscarinic receptor agonists, primary screen, CHO-K1 cells, Fluo-8 calcium fluorescence | AID 624037, 2012 | 0.19% of 360,000 active | CHO-K1 hM5 cells; 0% DMSO wells, 100% maximal acetylcholine response | activation, % at 3 µM;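 active = activation above the run's mean over test compounds plus 3 SD, cut at about 23% in these data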;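 also: signal is peak over basal fluorescence ratio across the kinetic read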
Target sequence (P08912 whole entry, looked up): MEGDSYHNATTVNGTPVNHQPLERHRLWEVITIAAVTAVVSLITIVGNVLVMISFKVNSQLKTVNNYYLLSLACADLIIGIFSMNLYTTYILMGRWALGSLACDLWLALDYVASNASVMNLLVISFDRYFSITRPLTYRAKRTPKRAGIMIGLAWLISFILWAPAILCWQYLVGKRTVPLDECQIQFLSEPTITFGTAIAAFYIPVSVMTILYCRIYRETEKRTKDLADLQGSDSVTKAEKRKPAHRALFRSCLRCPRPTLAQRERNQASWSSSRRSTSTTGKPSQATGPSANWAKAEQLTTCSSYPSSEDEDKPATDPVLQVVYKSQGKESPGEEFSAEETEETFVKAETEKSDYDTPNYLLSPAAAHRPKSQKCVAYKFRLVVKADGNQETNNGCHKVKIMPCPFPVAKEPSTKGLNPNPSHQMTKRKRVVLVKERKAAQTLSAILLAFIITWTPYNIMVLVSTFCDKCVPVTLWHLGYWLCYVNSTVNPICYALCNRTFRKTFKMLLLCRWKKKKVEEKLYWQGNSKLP
TAAR1 ag = human TAAR1 agonists, primary screen, Fluo-8 calcium fluorescence, CHO RD-HGA16 cells; Trace amine-associated receptor 1 (Homo sapiens), Q96RJ0; vehicle wells 0%, saturating PEA agonist 100%; activation, % at 3 µM; 0.99% of 360,000 active;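 active = activation above the mean activation of all test compounds in the run plus 3 SD, cut at about 38% in these data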
Target sequence (Q96RJ0 whole entry, looked up): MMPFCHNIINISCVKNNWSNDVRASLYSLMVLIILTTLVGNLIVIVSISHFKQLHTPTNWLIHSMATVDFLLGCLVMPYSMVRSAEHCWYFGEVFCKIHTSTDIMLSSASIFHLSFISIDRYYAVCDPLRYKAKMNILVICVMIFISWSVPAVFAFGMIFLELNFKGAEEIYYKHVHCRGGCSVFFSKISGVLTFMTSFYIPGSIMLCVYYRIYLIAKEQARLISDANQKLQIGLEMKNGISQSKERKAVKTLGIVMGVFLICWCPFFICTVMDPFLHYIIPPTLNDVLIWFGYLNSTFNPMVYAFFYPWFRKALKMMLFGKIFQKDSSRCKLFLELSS
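System: CHO-derived RD-HGA16 cells with stable Gα16 and human TAAR1 / Times: 17-24 h plating, Fluo-8 75 min 37 °C, 30 min RT / Technique: calcium-sensitive Fluo-8 signal, excitation 470-495, emission 515-575 nm / Measure: % activation relative to PEA EC100 response / Benchmarks: DMSO and PEA EC100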
CHO-K1 Ca PAM = nonselective calcium activators in parental CHO-K1 cells, primary screen, counter-screen for M1 PAM project, cell-based, Fluo-8 calcium fluorescence, full deck, 1536-well; ATP EC20; 0% at ATP EC20, 100% at ATP max; activation, % at 3 µM; 0.02% of 360,000 active;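 active = activation above the run cutoff, the mean activation of all test compounds plus 3 SD, cut at about 40% in these data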;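 also: peak over basal fluorescence ratio in a 140 s read after ATP addition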
CHRM5 PAM = human M5 muscarinic receptor positive allosteric modulators, primary screen, CHO-K1 cells, Fluo-8 calcium fluorescence. Muscarinic acetylcholine receptor M5 (Homo sapiens), P08912. CHO-K1 hM5, ACh EC20 PAM; 0% = ACh EC20, 100% = ACh EC100. activation, % at 3 µM. 0.3% of 360,000 active;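 active = activation above the run cutoff, the mean activation of all test compounds plus 3 SD, cut at about 18% in these data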
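Assay system: CHO-K1 hM5 cells / Incubation: Fluo-8 loading 80 min at 37 °C plus 30 min room temperature / Technique: Fluo-8 calcium dye fluorescence, kinetic read / Repeats: single replicate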
CHRM5 antagonist = human M5 muscarinic receptor antagonists, primary screen, CHO cells, Fluo-8 calcium fluorescence; 0.59% of 360,000 active; inhibition, % at 3 µM; Muscarinic acetylcholine receptor M5 (Homo sapiens), P08912; AID 624040, 2012; CHO-hM5 cells, ACh EC80;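 active = inhibition above a per-plate cutoff, the mean of that plate's test compounds plus 3 SD, cut at about 27% in these data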;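 also: 0% = acetylcholine EC80 with DMSO and 100% = DMSO without agonist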
CRFBP-R2 agonist = agonists of CRF-BP/CRF-R2 complex, primary screen, cell-based, HEK293, calcium dye fluorescence, uHTS | activation, % at 13.2 µM | 0.46% of 350,000 active | CRF-binding protein / CRF receptor 2 complex (human) | calcium dye fluorescence (FLIPR); percent of saturating CRF peptide response | AID 588473, 2011;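 active = activation of at least 50%, plus an integration ratio under a set limit after plate pattern correction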;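 also: plate controls were neutral control wells without compound for no effect and CRF at EC100 for full effect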
CRFR2-BP antag = antagonists of CRF-BP/CRF-R2 complex, primary screen, cell-based, HEK293, calcium dye fluorescence, uHTS; CRF-induced calcium fluorescence; inhibition, % at 11.8 µM; 0.59% of 350,000 active;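 active = inhibition of the ligand-induced calcium signal above about 50% at the single tested concentration, limit read from the data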
TAAR1 antagonist = human TAAR1 antagonists, primary screen, Fluo-8 calcium fluorescence, CHO RD-HGA16 cells; AID 624466, 2012; inhibition, % at 3 µM; Trace amine-associated receptor 1 (Homo sapiens), Q96RJ0; 1.5% of 360,000 active; antagonist;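 active = inhibition above a per-plate cutoff, the mean inhibition of test compounds on that plate plus 3 SD, cut at about 49% in these data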;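 also: 0% = DMSO plus EC80 beta-PEA response and 100% = DMSO alone without agonist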
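Material: RD-HGA16 CHO cells with stable hTAAR1 and Gα16; Dosing: single nominal final test compound concentration of 3 µM; Schedule: seeding 17-24 h prior, 75-min 37 °C, 30-min RT dye loading; Detection: kinetic Fluo-8 calcium fluorescence measurement; Measure: % inhibition from peak post-agonist over basal fluorescence ratio; Benchmarks: vehicle and agonist controls.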
* = called active by the depositor; · = not tested or not shown.

Fields: CHRM4 PAM	CHRM5 agonist	TAAR1 ag	CHO-K1 Ca PAM	CHRM5 PAM	CHRM5 antagonist	CRFBP-R2 agonist	CRFR2-BP antag	TAAR1 antagonist
1	CN1CCN(c2ccc(S(=O)(=O)N3CCOCC3)cc2NC(=O)COc2ccc(F)cc2Cl)CC1
    -2	0	7	14	-6	5	0.4	-12	-10
2	COc1ccc(C(=O)N/C(=C/c2ccco2)C(=O)NCc2ccco2)cc1
    -4	-2	1	-10	0	12	0.1	8	-17
3	Cc1cccc(NC(=O)CSc2cccc3cccnc23)c1C
    -7	-2	4	-6	7	2	-0.2	1	-9
4	COc1ccc(-c2cn[nH]c2-c2ccc(OCc3ccc([N+](=O)[O-])cc3)cc2O)cc1OC
    -24	-2	-1	21	-11	4	-0.6	-10	29
5	Cc1cccc(NC(=O)c2ccc(NS(=O)(=O)c3c(C)noc3C)cc2)c1
    -4	-7	6	13	-3	5	-1.5	0	7
6	C=C1CC(C(=O)N/N=C/c2ccccc2)C1
    1	-4	4	23	0	8	2.3	27	0
7	C=Cc1ccc(Cn2c(C)c(C(=O)NCc3cccc([N+](=O)[O-])c3)sc2=O)cc1
    -13	-1	3	19	-11	3	·	·	44
8	NC(=NCc1ccco1)NC(=O)c1ccc(Cl)cc1
    0	0	3	22	1	7	0.6	-6	-1
9	O=C(NCc1ccco1)c1cccc2c1C(=O)c1ccc(N3CCC(N4CCCCC4)CC3)cc1S2(=O)=O
    -11	-1	2	9	0	5	9.6	-17	-19
10	O=C(NCc1cccnc1)C(=O)NCC1OCCN1S(=O)(=O)c1ccc(Cl)cc1 (stereo not given)
    8	1	3	10	-2	-1	-0.5	4	-13
11	O=C1NC2(CCCCC2)N(C(=O)c2ccccc2)C2=C1CCCC2
    2	-5	13	12	-4	14	-2.4	13	5
12	COc1cc(N)c(Br)cc1C(=O)O
    7	1	2	-18	3	-8	1.0	0	14
13	COc1ccc(C)cc1NC(=O)CSc1ccc(-c2cccnc2)nn1
    0	-1	4	1	-8	5	-0.1	0	0
14	COc1ccc(S(=O)(=O)N(C)C[C@H]2Oc3c(NC(=O)Cc4ccccc4)cccc3C(=O)N([C@H](C)CO)C[C@@H]2C)cc1
    7	-3	2	-3	0	7	0.2	-3	-4
15	OCCCNc1ncnc2[nH]ncc12
    -1	6	0	-10	12	-2	0.6	-2	2
16	COc1ccc(/C=C/C(=O)OCC(=O)c2c(N)n(C)c(=O)n(C)c2=O)c(OC)c1
    2	5	0	5	1	5	-1.5	-13	-18
17	Cc1cc(C)n2nc(SCc3ccc(C#N)cc3)nc2n1
    3	-2	0	-15	2	-2	-0.8	-1	-2
18	CC(C(=O)Nc1ccc2nccnc2c1)N1C(=O)C2C3C=CC(C3)C2C1=O (stereo not given)
    3	0	1	8	0	-1	-0.3	9	7
19	O=C(COC(=O)Cc1ccc(Br)cc1)NC1CC1
    -3	3	2	-18	-6	17	-0.4	-7	-7
20	COc1ccc(NC(=O)c2cc(C3CCCCN3C(=O)c3ccc(C#N)cc3)on2)c(C)c1 (stereo not given)
    1	2	5	31	3	-7	·	·	-20
21	C[C@H](CO)N1C[C@H](C)[C@@H](CN(C)C(=O)Nc2ccccc2)Oc2ccc(NS(=O)(=O)c3ccccc3)cc2C1=O
    2	-3	5	-15	7	16	0.4	-2	-2
22	Cc1ccc(C)c(NC(=S)NC(NC(=O)OCc2ccccc2)C(Cl)(Cl)Cl)c1 (stereo not given)
    3	1	3	14	-1	-5	-0.8	0	-1
23	O=C(CC1S/C(=N/N=C/c2cccs2)NC1=O)Nc1ccccc1F (stereo not given)
    -6	4	9	-10	8	-7	0.9	-24	4
24	COc1ccc(CNC(=O)CN(C(=O)c2csnn2)c2cnc3ccccc3c2)cc1
    2	-3	-6	10	11	-14	3.0	7	9
25	Cn1c(SCC(N)=O)nnc1-c1ccccc1
    7	2	12	10	0	4	1.2	10	2
26	CC1CCN(S(=O)(=O)c2ccc(C(C)C)cc2)CC1
    0	-3	0	-7	11	3	90*	-257	10
27	Cc1ccc(S(=O)(=O)N2CCN(CC(=O)Nc3ccccc3C(=O)NC3CC3)CC2)cc1
    -3	1	12	0	-17	4	0.8	7	47
28	Cc1ccccc1NC(=O)CNC(=O)Cc1cccc2ccccc12
    0	2	1	5	-2	7	1.2	-1	1
29	CSCCC(NC(=O)COc1ccccc1)C(=O)N1CCN(c2ccccc2)CC1 (stereo not given)
    -7	3	6	0	-25	13	9.0	-24	12
30	CCCc1[nH]nc2c1C(c1ccc(OC(=O)N3CCOCC3)cc1)C(C#N)=C(N)O2 (stereo not given)
    2	3	13	9	0	-4	1.1	19	-9
31	O=C(NCc1ccc2c(c1)OCO2)c1cc(COc2c(F)cccc2F)on1
    4	-3	1	17	5	-6	0.4	25	0
32	COc1ccccc1CN1CC(C(=O)N(C)Cc2[nH]c3ccccc3c2C)CCC1=O (stereo not given)
    1	-1	12	-2	-2	1	-2.2	6	-9
33	CC(C)CNC(=O)/C(C#N)=C1\N=C(NC(=O)c2ccco2)c2ccccc21
    5	0	1	17	-2	7	1.5	-24	-6
34	O=S(=O)(/N=C(/c1ccccc1)N1CCOCC1)c1ccc(Br)cc1
    5	-2	2	3	0	1	0.3	1	-7
35	CSc1nc(-c2ccccc2F)c(C#N)c(=O)n1C
    -3	-6	6	6	3	2	-1.2	19	0
36	NC1C=CC=C(C(=O)O)C1 (stereo not given)
    4	1	7	6	-1	-5	-2.2	13	-25
37	Cc1cc(C)c(C(=O)COC(=O)Cn2c(C)csc2=O)cc1C
    0	-5	1	15	-7	3	-0.1	6	-44
38	CCOC(=O)c1c(NC(=O)CC2Nc3cc(C)c(C)cc3NC2=O)sc(C)c1C (stereo not given)
    4	0	10	21	-1	-4	1.2	0	1
39	COC(=O)C1=C(C)NC(C)=C(C(=O)OCC2CCCO2)C1c1cccc(Cl)c1 (stereo not given)
    4	-6	-1	16	-4	7	0.0	-8	6
40	COc1ccc(S(=O)(=O)N2CCOCC2)cc1NC(=O)CCNC(=O)c1ccc(Br)cc1
    3	2	0	7	4	2	-1.1	-1	-12

Reprinted at random: 2 records from the list, in no set order.
Fields: CHRM4 PAM	CHRM5 agonist	TAAR1 ag	CHO-K1 Ca PAM	CHRM5 PAM	CHRM5 antagonist	CRFBP-R2 agonist	CRFR2-BP antag	TAAR1 antagonist
33	CC(C)CNC(=O)/C(C#N)=C1\N=C(NC(=O)c2ccco2)c2ccccc21
    5	0	1	17	-2	7	1.5	-24	-6
31	O=C(NCc1ccc2c(c1)OCO2)c1cc(COc2c(F)cccc2F)on1
    4	-3	1	17	5	-6	0.4	25	0

Other entries follow.
Fields: CHRM4 PAM	CHRM5 agonist	TAAR1 ag	CHO-K1 Ca PAM	CHRM5 PAM	CHRM5 antagonist	CRFBP-R2 agonist	CRFR2-BP antag	TAAR1 antagonist
41	O=C(NCCSc1ccccc1)c1ccco1
    -5	-1	16	15	3	-1	-1.4	3	0
42	Cc1ccccc1-n1c(=O)cc(N2CC(C)OC(C)C2)[nH]c1=O (stereo not given)
    2	5	5	16	3	1	-1.4	-14	7
43	C=CCn1c(SCC(=O)Nc2ccccc2)nc2scc(-c3cccs3)c2c1=O
    1	0	10	-5	4	-12	0.6	10	6
44	Cc1nc(C)c(C(=O)O)c(-c2cccs2)c1C(=O)O
    -4	0	2	-9	8	-1	0.4	-6	-10
45	CN(C)S(=O)(=O)N1CCN(c2ccc(Cl)cc2)CC1
    12	1	5	19	6	-4	-0.8	4	-4
46	Clc1cccc(CN2CCN(Cc3ccco3)CC2)c1
    -2	-5	-1	-3	-5	2	-1.4	18	5
47	CC1CN(Cc2nc3c(c(=O)n(C)c(=O)n3C)n2Cc2ccccc2)CC(C)O1 (stereo not given)
    0	0	3	14	-1	-1	3.6	6	-15
48	CCCN(CCC)C(=O)c1cc2c(=O)[nH]c3ccc(C)cc3c2s1
    -1	1	2	9	0	-12	-1.4	-7	3
49	O=c1oc(-c2ccccc2Cl)nc2ccsc12
    -5	-4	5	-1	-1	-3	4.9	-9	3
50	COc1cc(C(=O)NC2CCCC2)c(Br)c(OC)c1OC
    1	-2	0	30	8	-12	0.0	11	-12
51	NC(=O)C1CCN(C(=O)COc2ccc(Nc3ccccc3)cc2)CC1
    -3	0	1	8	-1	-1	-0.1	-3	-21
52	Cc1nccn1C(c1ccccc1)c1ccccc1
    -31	-20	16	11	-16	6	-0.3	-11	-18
53	O=[N+]([O-])c1ccc(Sc2ccccc2)nc1
    -5	-5	-2	19	-4	5	-6.2	54*	12
54	O=S(=O)(c1ccc(Br)cc1)N1CCn2c(nc3ccccc32)C1
    1	1	-1	9	0	-3	-7.6	5	-25
55	COC(=O)c1cc(-c2ccccc2)sc1NC(=O)CN1C(=O)c2ccccc2C1=O
    -1	-1	1	14	-3	3	-1.3	35	-4
56	COCc1cc(/C=N\NC(=O)c2ccc(Cl)cc2)ccc1OC
    0	-2	3	12	-2	0	0.7	7	-11

Screening results from PubChem BioAssay.
